# Screens deposited in PubChem BioAssay by National Center for Advancing Translational Sciences (NCATS).
# ALOX12 inh – Primary qHTS assay for inhibitors of human arachidonate 12S-lipoxygenase (ALOX12): Round 2. purified 12hLO, xylenol orange hydroperoxide absorbance. Polyunsaturated fatty acid lipoxygenase ALOX12 (Homo sapiens), P18054. actives 1.1% (n = 580,000). Potency, µM (titrated, usually from 108 µM), inactives show top-dose activity change, negative = inhibition, most hits filed as inhibitors. AID 1671190, 2021; active means well fitted inhibition curve with a large enough effect; inconclusive means small, poorly fitted or top-dose-only effect, or another doubt; inactive means no such curve, though single readings can be large or run the other way
# Target sequence (P18054 whole entry, looked up): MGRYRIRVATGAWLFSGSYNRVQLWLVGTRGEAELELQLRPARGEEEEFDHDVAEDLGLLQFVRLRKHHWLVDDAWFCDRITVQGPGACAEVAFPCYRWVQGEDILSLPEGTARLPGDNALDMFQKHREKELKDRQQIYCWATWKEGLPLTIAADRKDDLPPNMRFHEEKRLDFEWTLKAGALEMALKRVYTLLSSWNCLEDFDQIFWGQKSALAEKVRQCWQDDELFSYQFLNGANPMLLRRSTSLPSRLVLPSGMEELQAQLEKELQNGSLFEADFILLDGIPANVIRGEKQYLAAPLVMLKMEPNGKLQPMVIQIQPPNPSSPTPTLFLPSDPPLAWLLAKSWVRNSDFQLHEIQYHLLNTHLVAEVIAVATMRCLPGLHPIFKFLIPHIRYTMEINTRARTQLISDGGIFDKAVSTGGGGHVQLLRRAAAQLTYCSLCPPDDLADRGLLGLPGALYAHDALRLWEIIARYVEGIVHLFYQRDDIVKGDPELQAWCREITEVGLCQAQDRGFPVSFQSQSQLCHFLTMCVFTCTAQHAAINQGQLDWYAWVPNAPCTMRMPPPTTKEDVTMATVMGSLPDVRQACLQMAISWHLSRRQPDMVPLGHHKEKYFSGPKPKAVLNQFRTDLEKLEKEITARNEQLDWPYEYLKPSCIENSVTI
#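 Hydroperoxide product was detected by ferrous iron/xylenol orange as the 573 to 405 nm absorbance ratio. Arachidonic acid at 40 uM (final) was turned over for 30 min at room temperature by 150 nM human 12hLO, pH 7.0 Hepes buffer, after 15 min compound preincubation.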
# * hit, by the source's call; ? = inconclusive; [ ] = another dose, or the depositor's remark. On the % scale 0 is the no-effect control and ±100 the full control effect; potency means the concentration at half of the fitted maximal effect. Some of the compounds tested; the hit share may differ from the screen's.
SMILES,ALOX12 inh
COc1ccc(CC(=O)N2C[C@@H](CO)[C@H](c3nc(C)no3)C2)cc1,13%
COc1cccc(CNC(=O)c2ccc3c(c2)CC(=O)N3Cc2cccc(F)c2)c1OC,25%
O=C1CCN(C(=O)[C@H](Cc2ccccc2)NC(=O)c2cccs2)CCCOCCN1,4%
Cc1ccc(C)c(-n2nc(-c3c(C)nc4scc(CC(=O)N5CCOCC5)n4c3=O)cc2C)c1,-8%
O=C(CCC[C@H]1NC[C@@H]2C[C@H]1CN(Cc1ccccc1)C2)N1CCN(C2CCCCC2)CC1,?
Cc1cc(C)nc(N2CCN(C(=O)C3CCN(CC(N)=O)CC3)CC2)n1,2%
O=C(C1CC1)N1CCOc2ccc(CN3CCCC3)cc2C1,75%[activator]
Cc1ccc(-c2nc(C(=O)N3CCN(c4ccccc4C)CC3)no2)cc1,28%
CNC(=O)[C@H]1C[C@H](Oc2ccccc2)CN1C(=O)Cc1ccccc1F,28%
O=C1Nc2ccccc2CC12CCCN2CC1CCCCC1 (configuration not stated),?
O=C(c1ccncc1)N1CC[C@H](c2nnc(-c3ccncc3)o2)C1,-16%[176 µM]
CSCC(=O)N1CCC2(CCN(Cc3cccc(F)c3)CC2)C(CO)C1 (configuration not stated),4%
COc1cc(-c2ccnc3ncnn23)cc(OC)c1OC,52%[activator]
O=C(Nc1ccc(Cl)cc1)N1CCn2c(nnc2-c2ccccc2)C1,-12%
COc1ccc(-n2cc(CN3CCCN(C)CC3)c(-c3cccc(F)c3)n2)cc1,9%
Cc1cnccc1N1CCCN(C(=O)C2CC3(CCNCC3)CN2)CC1 (configuration not stated),17%
COC(=O)[C@]12C[C@H](CC(=O)NCc3ccc(OC)c(OC)c3)C(=O)N(Cc3ccccc3)C1=C[C@H](C(C)(C)C)O[C@@H]2C,5%
O=C1CO[C@H]2CCN(Cc3ccccc3Cl)CC[C@@H]2N1CCc1cccnc1,8%[176 µM]
O=C(CC1CCCC1)N1CCCCCC1c1nnc(-c2ccccc2)o1 (configuration not stated),14%
O=C(C1CCCC1)N1CCC(Oc2cccc(F)c2)C1 (configuration not stated),2%
Cc1ccc2ccccc2c1CN1CCC2(CCCO2)CCC1=O (configuration not stated),23%
OCC1(CN2CCCC2)CCN(Cc2ccc(Cl)c(F)c2)CC1,32%[activator]
Cn1cnc(S(=O)(=O)N2CCC3(CC2)N(CC2CC2)C(=O)CS3=O)c1 (configuration not stated),45%[activator]
CCCNC(=O)N(C1CCOCC1)C1CCN(C(=O)c2ccc(CC)cc2)CC1,20%
O=C(CCNc1cnc2cnccn12)NCc1ccc(F)c(Cl)c1,?

# Continued, starting with the last 5 of the part before.
SMILES,ALOX12 inh
Cc1ccc2ccccc2c1CN1CCC2(CCCO2)CCC1=O (configuration not stated),23%
OCC1(CN2CCCC2)CCN(Cc2ccc(Cl)c(F)c2)CC1,32%[activator]
Cn1cnc(S(=O)(=O)N2CCC3(CC2)N(CC2CC2)C(=O)CS3=O)c1 (configuration not stated),45%[activator]
CCCNC(=O)N(C1CCOCC1)C1CCN(C(=O)c2ccc(CC)cc2)CC1,20%
O=C(CCNc1cnc2cnccn12)NCc1ccc(F)c(Cl)c1,?
CC1CCN(CC2CCCNCC2)CC1 (configuration not stated),81%[activator]
CN1CC(=O)N(c2ccccc2F)Cc2c(NCc3ccccc3)ncnc21,-5%
Cc1cnn(CCC(=O)N2CCCC(c3nnc(Cn4ccnc4)n3C)C2)c1 (configuration not stated),3%
O=C([C@@H]1CCCN1C(=O)Cn1ccc2ccccc2c1=O)N1CCOCC1,3%
O=C(Cc1ccccc1)N1CCn2c(nnc2[C@@H]2C[C@@H](O)CN2Cc2ccccc2)C1,33%
COCCN1CC2(CCCN(C(=O)NCCc3cccs3)C2)CCC1=O (configuration not stated),30%
CN1Cc2cccn2CC1CNC(=O)Cc1cccc(F)c1 (configuration not stated),107%[activator]
Cc1nc(CN2C[C@H](C(=O)NCc3cccc(Cl)c3)C[C@@H]2c2ccc(F)cc2)cs1,?
CN(CC1CCOCC1)C(=O)Nc1ccccc1C(F)(F)F,12%
COc1ccc2c(c1)[C@@H](NC(=O)OCc1ccccc1)[C@H](C)[C@@H](c1ccccc1)N2C(=O)NC(C)C,11%
COc1cccc(CNC(=O)N2c3ccccc3CC2c2nc(C3CC3)no2)c1 (configuration not stated),3%
O=C(Nc1ccccc1)c1nc2c(o1)CCN(Cc1ccccc1)CC2,-15%[176 µM]
CCOC(=O)/C=C/[C@@H](C)NC(=O)C(F)(F)F,-6%
CNc1nc(N2CC[C@H](N3CCN(C)CC3)[C@H](CCC(=O)O)C2)ncc1F,30%[activator]
CC(C)N(C(=O)c1ccccc1-c1ccc(CS(C)(=O)=O)cn1)C(C)C,122%[activator]
CN(C)C(=O)[C@@H]1CN(Cc2cc(F)c(F)cc2F)C[C@H]1CO,23%
CCC(C)NC(=O)C(NC(=O)c1ccccc1)C1CCN(C(=O)c2ccc(Cl)cc2)CC1 (configuration not stated),47%[activator]
COCC(=O)N1CCc2nc(-c3ccc(Cl)cc3)nc(-c3ccccc3)c2C1,-11%
C[S+](=O)([O-])N1Cc2ccccc2CC2(CCN(Cc3cccnc3)C2)C1 (configuration not stated),?
COCCN(C)C(=O)C(C)(C)Oc1nn(Cc2cccnc2)c2ccc(COC)cc12,0%[176 µM]
Cc1cccc(CN2CCNc3cnc(Oc4ccccc4)cc3C2)c1,15%[176 µM]
O=C(NC[C@H]1O[C@@H](Cc2nc(-c3ccc(OC(F)(F)F)cc3)no2)[C@H](O)[C@@H]1O)C1CC1,-4%
Cn1c([C@H]2CCN(S(=O)(=O)c3cccc4cccnc34)C2)nc2ccccc21,8%[176 µM]
Cc1ccc(CNC(=O)C2CCN(c3cn[nH]c(=O)c3)C2)o1 (configuration not stated),40%[activator]
O=C(Nc1ccccc1)N[C@H]1CO[C@H]2[C@@H]1OC[C@@H]2Nc1nccc(C2CCCC2)n1,40%[activator][176 µM]
# Further structures follow.
SMILES,ALOX12 inh
O=[S+]([O-])(Nc1ccccc1)c1ccc2c(c1)OCCN(Cc1ccsc1)C2,?
O=C(O)c1ccccc1C(=O)N[C@H]1CO[C@H]2[C@@H]1OC[C@@H]2n1nnnc1Oc1cccc(N2CCOCC2)c1,-1%
O=C(NC1CCCC1)C1CCc2ncc(-c3ccc(F)cc3)n2C1 (configuration not stated),9%
O=C1CC(c2ccccc2)N(Cc2ccc3[nH]ccc3c2)CCCCCN1 (configuration not stated),26%
Cc1ccc(N(CC(=O)N[C@H]2CC[C@H]2N)S(C)(=O)=O)cc1,83%[activator]
COc1ccccc1CCC(=O)N1CCN(c2cc(-c3cccs3)[nH]n2)CC1,30%
Cc1ccccc1NC(=O)N1CCc2c(c3cc(F)ccc3n2C)C1,146%[activator]
CCC[C@H]1CN(CCCOc2ccc(C(N)=O)cc2)C[C@@H]1NC(C)=O,0%
COc1cc(-c2n[nH]c(=O)n2CCC(=O)O)ccc1O,9%
Cc1ccc([S+](=O)([O-])c2nnn3c2nc(NC2CC2)c2ccccc23)cc1C,3%[6.33 µM]
O=C(C1CCC1)N1CCC(Cc2nc(-c3cccnc3)n[nH]2)C1 (configuration not stated),32%
COCCOC1CCOC2(CCN(C(=O)Cc3ccsc3)CC2)C1 (configuration not stated),39%
c1ccc(COc2ccc(CN3CCN(C4CCNC4)CC3)cc2)cc1 (configuration not stated),-6%
COc1ccc(CN[C@H]2CC(C)(C)[C@@H]3C[C@@](C)(O)CC[C@]23CCC(=O)NCc2ccco2)cc1,1%
O=[S+]1([O-])NC2(CCCN(Cc3ccc(C(F)(F)F)cc3)C2)COc2ccccc21 (configuration not stated),5%[6.33 µM]
O=C(O)c1ccc(-c2nc3ncccc3[nH]2)cc1,26%[176 µM]
C[C@H](Nc1nc(Br)cnc1N)c1ccccc1,-14%
CN(C)C[C@@H]1CN(S(C)(=O)=O)C[C@H]1NC(=O)NC1CCCCC1,1%
Cc1ccsc1CN1CCCN(S(=O)(=O)c2ccccc2)CCC(=O)NCC1,12%
COCCNC(=O)CCc1c(C)nn(-c2ccc(F)cc2)c1Oc1ccccc1C,62%[activator]
COc1cc(=O)n2c(c1C(=O)NC(C)c1ccco1)CCN(C(=O)c1[nH]c(C)cc1C)CC2 (configuration not stated),5%
Cc1cccc2[nH]c(C3CCN(C(=O)C4NCCc5[nH]cnc54)CC3)nc12 (configuration not stated),38%
CC(C)c1noc([C@@H]2C[C@H]3C(=O)NCCCCCCN(C(=O)COc4ccc(F)cc4)[C@H]3C2)n1,27%
CC(=O)N1CCC(N2C[C@@H](F)[C@@H](OCc3nc4ccccc4[nH]3)C2)CC1,10%[176 µM]
O=C(Nc1ccc(Cl)cc1Cl)c1cnn2c1CN(C(=O)c1ccccc1F)CC2,?
# The list continues.
SMILES,ALOX12 inh
Clc1ccc(-c2cnc([C@@H]3COCCN3Cc3ccccc3)[nH]2)s1,19%[176 µM]
C[C@@H]1OCN(C)[C@H]2C[C@H]3c4[nH]c5cccc(-c6ccc7c(c6)OCO7)c5c4CCN3C[C@@H]12,-37%
O=C(c1n[nH]c2ccccc12)N1CCC(Cc2nc(-c3ccccc3)n[nH]2)CC1,-4%
O=C(NC1CCN(c2cc(-c3ccccc3)[nH]n2)CC1)c1ccoc1,71%[activator]
N#Cc1ccccc1N1CCN(C(=O)CCc2ccc(F)c(F)c2)CC1=O,15%
Cc1nn(C(C)C)c(C)c1CN1CC[C@@H](c2ccc3c(c2)OCO3)[C@H](O)C1,?
COc1ccccc1CN(C)C1CCCc2ccccc21 (configuration not stated),33%[176 µM]
CC(C)NC(=O)N1CCN(C(=O)c2cccs2)[C@@H](C(=O)N[C@H](Cc2c[nH]c3ccccc23)C(N)=O)C1,0%
COCCC(=O)N1CCC(N2CCCC(C(=O)NCc3ccccn3)C2)CC1 (configuration not stated),21%
CC1=C[C@@H](CNC(=O)CC2(CC(=O)O)CCCC2)[C@H](C(C)C)C[C@H]1Cc1nc2ccncc2[nH]1,1%
COC(=O)c1cccc(Nc2cc(C)n(-c3cccc(C(=O)OC)c3)c(=O)c2)c1,9%
Cc1cnn(CC(=O)N2C[C@@H](COCC3CC3)[C@H](c3ccncc3)C2)c1,34%[activator]
Cn1nccc1C(=O)N1CCCCCCNC(=O)[C@@H]2CCC[C@@H]21,4%
C=Cc1ccc(C(=O)N2CCc3c(cnc(C)c3CNC(=O)c3ccc4c(c3)OCO4)C2)cc1,-8%
COc1ccc(C(=O)N2C[C@@H](C(N)=O)[C@H](c3n[nH]c(C)n3)C2)c(OC)n1,10%
O=C(Cc1ccc(N(Cc2ccccc2)C(=O)c2ccco2)cc1)NCCc1ccccc1,37%[activator]
CCOC(=O)CN1CCCc2nc(-c3ccc(OC)cc3)ccc21,?
OCC1(CC2CC2)CCCN(Cc2ccc(C(F)(F)F)nc2)C1 (configuration not stated),?
CC(C)CNC(=O)OCc1cn(Cc2ccccc2Cl)nn1,30%
COc1ccc(CNC(=O)Cn2c(-c3ccc(F)cc3)nc(C)c(CCO)c2=O)cc1OC,7%
COC(=O)C1=C(C)N(Cc2ccc(C(F)(F)F)cc2)C(=NCc2ccccc2)NC1c1cccc(Cl)c1 (configuration not stated),?
CN(C)c1cccc(C(=O)N2CCC3(CC2)NC(=O)N(c2cccc(F)c2)N3)c1,2.2µM*
Cc1ncoc1C(=O)N1C[C@@H](COCC2CC2)[C@H](c2ccccn2)C1,23%
CC(C)c1noc([C@H]2C[C@@H]3NCCCCCCNC(=O)[C@@H]3C2)n1,?
COc1ccc2nc3n(c2c1)[C@@H](CNC(=O)c1cnccn1)COC3,-4%[176 µM]
# Additional results follow:
SMILES,ALOX12 inh
O=C(CC1CCCC1)N[C@@H](Cc1cccnc1)C(=O)N1CCC[C@H]1C(=O)NC1CCCC1,?
Cc1nn(C(=O)CCCC(=O)N2CCC(Cc3nncn3CC3CC3)CC2)c2ccccc12,16%
Cc1ccc(NC(=O)N2CCC(CCNC(=O)c3n[nH]c4ccccc34)CC2)cc1F,-9%
O=C(c1cccc(Cl)c1)N1CCC(c2n[nH]c(=O)n2-c2ccccc2)CC1,5%
O=C1[C@@H]2C[C@@H](O)CN2C2(CN(Cc3ccc(F)c(F)c3)C2)C(=O)N1Cc1ccccc1F,-10%
Cc1cnc(C(=O)N2C[C@@H](Oc3cccnc3)C[C@H]2C(=O)N2CCCC2)cn1,36%
O=C(Nc1ccc(Cl)cc1Cl)c1cn2c(n1)CN(C(=O)OCc1ccccc1)CC2,-2%[6.33 µM]
O=C1C(N2CCN(S(=O)(=O)Cc3ccccc3F)CC2)CCN1CCc1ccccc1 (configuration not stated),26%
CN(C)[C@@H]1CN(Cc2cc(F)c(F)c(F)c2)CC[C@@H]1CNC(=O)C1CC1,57%[activator]
COc1ccc(C(=O)N2CCC3(CC2)CC(O)CCO3)cc1F (configuration not stated),27%
O[C@H]1[C@H](NCc2ccco2)[C@H]2CO[C@H](O2)[C@@H]1N1CCCCC1,53%[activator][176 µM]
COc1ccc(OC)c(-c2cnc3[nH]cc(CC(=O)NCc4cccnc4)c3c2)c1,1%[176 µM]
COc1cccc(CC(=O)N2CC(COc3ccccc3)C3(C2)CN(c2ccccc2)C3)c1 (configuration not stated),1%

# Retrieved by structure from above, six records:
SMILES,ALOX12 inh
CCOC(=O)/C=C/[C@@H](C)NC(=O)C(F)(F)F,-6%
COc1ccc(C(=O)N2C[C@@H](C(N)=O)[C@H](c3n[nH]c(C)n3)C2)c(OC)n1,10%
C[C@@H]1OCN(C)[C@H]2C[C@H]3c4[nH]c5cccc(-c6ccc7c(c6)OCO7)c5c4CCN3C[C@@H]12,-37%
O=C(O)c1ccc(-c2nc3ncccc3[nH]2)cc1,26%[176 µM]
Cc1ccc([S+](=O)([O-])c2nnn3c2nc(NC2CC2)c2ccccc23)cc1C,3%[6.33 µM]
CCOC(=O)CN1CCCc2nc(-c3ccc(OC)cc3)ccc21,?
